GSIS activator: GLuc luminescence reporter in INS-1E cells, primary screen for activators of glucose-dependent secretion of insulin; INS-1E GLuc reporter insulin secretion, 2-3 h; activation, % at 16.6 µM; 370,000 compounds, 0.61% hits; AID 743287, 2014;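 active means lowest replicate activation of at least 40%, so every replicate reaches that level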;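 further: 0% = median of neutral control wells and 100% = median of IBMX positive control wells; some compounds called inactive have numbers as strong as hits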
FN deposit inh: inhibitors of fibronectin matrix deposition, primary screen, AH1F cells, Alexa488-fibronectin fluorescence, plate reader. 350,000 compounds, 0.086% hits. inhibition, % at 12.6 µM. AH1F fibroblasts, overnight. AID 743247, 2014;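 active means mean inhibition across replicates of 30% or more, regardless of how many single replicates reach that level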;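 further: positive control wells lacked labelled fibronectin entirely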
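Material: AH1F fibroblasts assembling fluorescent fibronectin matrix; amount: 10000 AH1F cells/well; medium: DMEM, 2% serum; reagent: Alexa488-fibronectin, 24 nM final in well; dosing: single compound dose, delivered by pin transfer; incubation: 1 h adhesion, overnight exposure; detection: fluorescence after three HBSS washes, excitation 485 nm, emission 525 nm; measure: fibronectin deposition inhibition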
F508del corr: F508del CFTR correction, initial screen, CFBE line, single point. activity (quench increase), % at 7.58 µM. CFBE cells, YFP halide quenching; stimulated with forskolin plus potentiator P3; % fluorescence drop versus neutral controls. 350,000 compounds, 0.36% hits;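 active means mean added fluorescence quench of at least 8% versus neutral control, with both replicates also reaching 8%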;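 further: cells transiently co-express mutant CFTR-F508del with the halide-sensitive YFP; corrector assay measuring rescue of mutant channel to the surface after 24 h compound exposure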
The depositor's hits bear a star. The list is partial; rates above refer to the full screens.

Compound,FN deposit inh,GSIS activator,F508del corr
CN(C)CCn1c(COc2ccccc2)nc2ccccc21,3,23,-0.5
CCOC(=O)NC(C)N1C(=O)C2C3C=CC(C3)C2C1=O (centres undefined),1,4,-2.7
S=C(SSC(=S)N1CCOCC1)N1CCOCC1,3,3,-8.5
O=C(NNC(=S)NCCc1ccccc1)c1ccc(Br)s1,0,-13,3.2
c1ccc(N2CCOCCOCCOCCOCC2)cc1,-2,-8,-1.9
COc1ccc2c(c1)C(CC(C)=O)N(c1ccc(-c3cccnc3)cc1)C(c1ccsc1)=C2 (centres undefined),-3,-15,-3.1
CCOC(=O)CC1(C)c2nc(NC(C)=O)sc2Cc2sc(NC(C)=O)nc21,3,-5,-1.9
COc1cc(/C=C/C(=O)OCC(=O)c2c(N)n(C)c(=O)n(C)c2=O)ccc1OC(F)F,-11,10,-2.3
Cc1ccccc1C(=O)NCC(C)NC(=O)c1ccccc1C (centres undefined),10,18,1.9
CC(=O)NC(c1cccs1)c1cc([N+](=O)[O-])c2cccnc2c1O (centres undefined),5,-16,-0.6
Cc1oc(-c2ccccc2Cl)nc1CN(C)C(C)c1ccon1 (centres undefined),-5,0,2.2
Cc1cccc(N2C(=O)C3CCC(c4ccccc4)CC3C2=O)c1 (centres undefined),3,-14,1.4
CCN(CC)CCCNc1nc(-n2nc(C)cc2C)nc2sc3c(c12)CC(C)(C)OC3,1,-14,-0.7
Cc1ccc(-n2cnnn2)cc1Cl,-11,7,2.1
Cc1cc(C)n(CC(=O)N/N=C/c2c[nH]c3ccccc23)n1,-5,-8,-0.2
CCOC(=O)C1=C(C)OC(N)=C(C#N)C1c1ccc(OC)c(CSc2ccccn2)c1 (centres undefined),8,-1,5.4
Cn1nc(C(F)(F)F)c(C(=O)Nc2ccc(F)cc2)c1Cl,7,7,-0.4
O=[N+]([O-])/C(C(Cl)=C(Cl)Cl)=C1\Nc2ccccc2O1,5,17,2.9
Cc1ccc(C(=O)NNC(=O)CCN2C(=O)C3CCCCC3C2=O)cc1 (centres undefined),6,-9,0.1
CN1/C(=C\C(=O)COC(=O)CNC(=O)c2ccccc2F)C(C)(C)c2ccccc21,-11,-15,-5.7
C/C=C/c1ccc([C@H]2[C@@H](CO)N(C(=O)c3cnccn3)C23CN(C(=O)C2CC2)C3)cc1,1,-2,-5.9
O=C1CC(/C=C/c2ccccn2)=Nc2ccccc2N1,-1,2,-5.7
O=C(Cc1ccccc1)NS(=O)(=O)c1ccccc1,-17,5,0.6
Cc1nc2c(C)cccn2c1C(=O)N/N=C/c1ccccc1[N+](=O)[O-],-14,5,2.0
O=C(Nc1nn[nH]n1)c1cc(-c2ccc(Cl)c(Cl)c2Cl)nc2ccccc12,7,-6,-0.5
O/N=C/c1ccnc(SCc2ccccc2)n1,-11,34,-0.5
COC(=O)CC#C[C@H](C)[C@@H](NS(C)(=O)=O)C1CCCCC1,-9,-11,-3.0
COc1ccccc1-n1c(O)c(C=NCc2ccccn2)c2ccccc2c1=O,-1,7,0.3
CN(CC(=O)Nc1cccc(F)c1)C(=O)CNS(=O)(=O)c1ccc(N(C)C)c([N+](=O)[O-])c1,2,0,0.7
O=S1(=O)CC(O)C(O)CS1 (centres undefined),-7,-4,-3.3
NC(=O)C1(N2CCCCC2)CCN(C(=S)Nc2ccc(S(N)(=O)=O)cc2)CC1,7,-1,2.2
O=C(COC(=O)CNC(=O)c1ccc(Br)o1)Nc1ccccc1OC(F)F,8,0,-2.1
COc1ccc(OC)c(-c2cc(C(=O)N/N=C/c3cc(OC)c(OC)cc3OC)c3ccccc3n2)c1,-7,-3,0.7
CC1=C(C(=O)N2CCCCCC2)CC(CC(=O)NC2CCCC2)C(=O)N1Cc1ccc(F)cc1 (centres undefined),8,-6,-3.5
O=S(=O)(NC1=NCCC1)c1ccc(F)cc1F,9,-1,-0.5
N#Cc1cc(Nc2c(N)nc[nH]c2=O)c([N+](=O)[O-])cc1C#N,-6,6,-3.4
NC(=O)c1ccsc1NC(=O)COC(=O)c1cc(=O)[nH]c2ccccc12,7,-2,0.1
COc1cccc(-c2nc(CS(=O)(=O)CC(=O)Nc3ccc(F)cc3F)c(C)o2)c1,4,-24,-0.3
COc1ccc(-c2cc(C)no2)cc1S(=O)(=O)N1CC(=O)Nc2ccccc21,1,0,0.7
O=C1c2ccccc2C(c2nnnn2-c2ccc3c(c2)OCCO3)N1Cc1cccnc1 (centres undefined),-5,18,-1.1
c1ccc(-c2ccccc2OCCCN2CCOCC2)cc1,-9,23,0.8
Cc1cccc(Cc2cnc(N3C(=N)SC(c4ccccc4)C3=O)s2)c1 (centres undefined),-2,3,-0.4
CCOCCCNC(=O)c1ccc(Cn2c(=S)[nH]c3c([nH]c4ccc(OC)cc43)c2=O)cc1,9,2,2.6
CNC(=O)CSc1nnc(-c2ccc3c(c2)OCO3)n1C,0,1,-3.5
O=C1CCSC2=C1SCc1sccc12,-3,3,-5.4
COc1ccc(C(=O)NC(=S)Nc2cccc(S(=O)(=O)N3CCOCC3)c2)cc1,3,21,4.5
O=C1c2ccc(Oc3cccc([N+](=O)[O-])c3)cc2C(=O)N1c1ccccn1,5,3,1.0
CC(=O)N1N=C(c2ccc3ccccc3c2)OC12CCCC2,5,1,-2.2

One compound at a time, from the list above:
Listed for `O=C1CC(/C=C/c2ccccn2)=Nc2ccccc2N1` : FN deposit inh = -1; GSIS activator = 2; F508del corr = -5.7
Listed for `C/C=C/c1ccc([C@H]2[C@@H](CO)N(C(=O)c3cnccn3)C23CN(C(=O)C2CC2)C3)cc1` : FN deposit inh = 1; GSIS activator = -2; F508del corr = -5.9

More entries follow.
Compound,FN deposit inh,GSIS activator,F508del corr
CCOc1ccc(CCNC(=O)COC(=O)c2cccnc2SC)cc1OCC,10,55*,-3.3
O=C1NN(c2cccc(Br)c2)C(=O)/C1=C/c1cccs1,-8,7,-0.2
COC(=O)c1ccc(CNC(=O)COC(=O)c2cccs2)cc1,-2,-3,-0.7
Cc1cc(C)c(-c2csc(NC(=O)c3n[nH]c(=O)c4ccccc34)n2)c(C)c1,5,-2,5.6
O=C(N/N=C/c1ccc(OCC(=O)N2CCOCC2)cc1)c1ccccc1Cl,7,5,5.2
CCOC(=O)CC(=O)CSc1nc(-c2ccccc2)cc(-c2ccccc2)c1C#N,12,1,-1.0
CC(C)NC(=O)COC(=O)/C=C/c1ccco1,-2,1,-0.9
O=C(COC(=O)CSc1cccc2cccc(Cl)c12)Nc1ncc(C(F)(F)F)cc1Cl,7,7,-1.3
CCC(=O)N1[C@H](CO)[C@H](c2ccc(-c3cccc(OC)c3)cc2)[C@H]1CNC(C)=O,1,-7,1.0
CC(Sc1nnnn1C1CCCCC1)C(=O)O (centres undefined),-19,-10,-3.4
COC(=O)c1cc(-c2ccc(NC(C)=O)cc2)nc2ccccc12,4,-4,4.3
CC1CCC2C(C1)Nc1c(C(=O)O)cccc1C2(C)C (centres undefined),-9,-2,-2.3
O=C(Nc1ccc2c(c1)OCCO2)C1c2ccccc2OCC(=O)N1Cc1ccco1 (centres undefined),0,9,0.8
CCOC(=O)C1(CCCc2ccccc2)CCN(Cc2nccn2CC)CC1,-3,-8,-0.3
COc1cccc2c1OCC(C(=O)OCc1cccnc1)=C2,5,-4,-0.3
COc1ccc(CCNC(=O)Cn2cccc2C(=O)c2ccccc2)c(OC)c1,14,-9,0.3
Cc1cc(/C=N/NS(=O)(=O)c2ccc(F)c(Cl)c2)no1,-7,-1,1.4
CCOC(=O)[C@]12CCCC=C1N(Cc1ccc(Cl)cc1Cl)C(=O)[C@H](CC(=O)NCCC(C)C)C2,4,-31,-1.9
C(=C\c1ccccc1)/CSc1ccccn1,7,-4,3.2
Cc1ccc2nc(NC(=O)CN3C(=O)NC4(CCCC4)C3=O)sc2c1,-6,-8,-0.3
S=c1[nH]c2cc3c(cc2[nH]1)OCCO3,-3,-13,0.6
CSc1ccc(CN2CCC(C(=O)NCc3ccc(C)cc3)CC2)cc1,4,-5,-1.0
O=C(C[C@H]1CC[C@H]2[C@@H](COC[C@H](O)CN2S(=O)(=O)c2ccccc2)O1)NCCN1CCCC1,-3,2,0.3
Cc1ccc(-c2noc(CC(=O)c3ccc([N+](=O)[O-])cc3)n2)cc1,-5,2,2.9
Cc1ccc(OCC(=O)N2N=C(c3cccnc3)CC2(O)C(F)(F)F)cc1C (centres undefined),-9,-23,-2.1
CCc1c(-c2ccc(F)cc2)ncn1CCc1ccccc1OC,8,27,5.7
CCOc1ncccc1C(=O)N1CCN(c2cccc(C)c2C)CC1,-7,-2,4.5
C[C@@H]1CNC(=O)c2c(C(=O)N3CCN(c4ccccc4)CC3)ncn21,20,-17,-5.2
COc1cc(C2c3cc4c(cc3OC(NCc3ccccc3)C2C)OCO4)cc(OC)c1OC (centres undefined),-24,21,2.4
O=C(N/N=C\c1ccco1)c1cncc(Br)c1,5,3,2.3
N#C[C@@H]1[C@H](c2ccccc2-c2cccc(F)c2)[C@@H](CO)N1C(=O)c1cccnc1,-13,6,1.4
COc1cc(C)c(/C=C(\C#N)C(=O)Nc2cccc(C)c2)cc1C(C)C,0,-3,0.4
O=[N+]([O-])c1ccccc1S(=O)(=O)Nc1ccc(-c2ccc3nncn3n2)cc1,5,49*,-2.8
O=C(O)CSc1c2c(nc3cc(C(=O)N4CCCC4)ccc13)CCCC2,3,1,0.3
Cc1nc(-c2ccccc2OC(F)(F)F)[nH]c(=O)c1Cl,-3,9,1.4
COc1cc(OC)cc(C(=O)N[C@H](C(=O)Nc2ccc(S(=O)(=O)N(C)C)cc2)C(C)C)c1,13,-9,-1.5
CC1(C(=O)NCc2ccccc2)CN(S(C)(=O)=O)CC(=O)N1CC(F)(F)F (centres undefined),2,29,0.8
COCCCNC(=O)C[C@@H]1C[C@@]2(C(=O)OC)CC(C)(C)CC=C2N(Cc2ccc3c(c2)OCO3)C1=O,5,2,0.3
CC(=O)Oc1ccc(Nc2ccccc2)cc1,-8,-1,-3.4
Cc1cc(C(=O)NP(=O)(N2CCOCC2)N2CCOCC2)c(C)n1-c1ccc(Br)cc1,-22,0,-0.1
Cc1c(Cl)cccc1S(=O)(=O)Nc1ccnn1C,5,-6,4.1
O=C(Nc1ccc(F)cc1)C(c1cccc(F)c1)N1CCN(CC(=O)N2CCCC2)CC1 (centres undefined),-11,13,2.0
CN(c1ccccc1)S(=O)(=O)c1cccc(C(=O)OCC(=O)Nc2ccc3[nH]c(=O)[nH]c3c2)c1,-2,-3,0.1
Cc1nnc(-c2ccco2)c2cn(-c3cccc(Br)c3)nc12,-4,10,2.3
CC(=O)Nc1ccc(S(=O)(=O)NCCC(=O)N2CCCCC2)cc1,3,12,0.5
COc1cccc(NC(=O)CN(C)C(=O)c2cc(-c3ccccc3)nc3ccccc23)c1,0,-52,-1.7
O=C(NCc1ccncc1)[C@@H]1CCCN1C(=O)[C@@H]1CCCN1C(=O)c1cccc2ccccc12,-2,11,-2.3
O=C(CCc1nnc(CCCc2ccccc2)o1)NCCc1ccco1,3,-5,-1.2

Quoted at random: 4 records from the list, in no set order.
Compound,FN deposit inh,GSIS activator,F508del corr
Cc1c(Cl)cccc1S(=O)(=O)Nc1ccnn1C,5,-6,4.1
O=C(CCc1nnc(CCCc2ccccc2)o1)NCCc1ccco1,3,-5,-1.2
Cc1cc(C(=O)NP(=O)(N2CCOCC2)N2CCOCC2)c(C)n1-c1ccc(Br)cc1,-22,0,-0.1
CN(c1ccccc1)S(=O)(=O)c1cccc(C(=O)OCC(=O)Nc2ccc3[nH]c(=O)[nH]c3c2)c1,-2,-3,0.1

Next part
Compound,FN deposit inh,GSIS activator,F508del corr
COCC1CCN(Cc2nc(-c3ccc(OC)cc3)no2)CC1,-2,-5,2.6
COc1cccc2c1OCC(CN1CCN(CCC(C)C)C(CCO)C1)=C2 (centres undefined),2,4,1.0
COCCCN(C(=O)CCOc1ccc(C(C)(C)C)cc1)c1c(N)n(Cc2ccccc2)c(=O)[nH]c1=O,1,-18,-0.3
COC(=O)C(CCSC)NC(=O)c1cc2c(n(-c3ccc(C)cc3)c1=O)CCCC2=O (centres undefined),-8,-1,1.9
COC(=O)[C@]12CCCCC=C1N(Cc1ccc3c(c1)OCO3)C(=O)[C@H](CC(=O)NCc1ccc(C)o1)C2,4,-12,1.1
COc1ccc(OC)c(C(=O)COC(=O)COc2ccccc2F)c1,1,3,-2.8
CCOC(=O)C(CNc1ccc(OCc2ccccc2)cc1)NC(=O)c1ccccc1 (centres undefined),1,-25,-0.4
COc1ccc(CC(=O)NNc2ncnc3c2cnn3-c2ccc(C)cc2)cc1OC,-8,8,4.0
